JMJD2A Tudor: inhibitors of human JMJD2A Tudor domain; O75164; AID 504339; Potency, µM (highest dose often 114 µM), for the others: top-dose activity change, negative = inhibition, hits mostly inhibitors; 390,000 tested, 4.4% active; AlphaScreen JMJD2A-Tudor / H3K4me3 peptide binding; further: on the % scale 0 is the no-effect control and ±100 the full control effect; nearly all actives have a fitted effect of over 50% in size
Pol iota inh: blocks human DNA polymerase iota activity | Q9UNA4 | Pol iota fluorescent replication assay, 10 min | Potency, µM (series often up to 115 µM), without a hit: top-dose activity, negative = inhibition, hits mostly inhibitors | 390,000 tested, 1% active | AID 588590
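Pol iota at 10 nM preincubated 15 min with compounds at room temperature; reaction started with fluorescent substrate, 50 nM final. Fluorescence read kinetically at 0 and 10 min; buffer-only wells as negative control.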
BLM helicase inh: Bloom syndrome helicase (human) inhibition. recombinant BLM DNA unwinding, fluorescence dequenching. Potency, µM (top dose mostly 56.1 µM), for the others: at the top dose activity change, negative = inhibition, actives largely listed as inhibitors. 350,000 tested, 0.2% active. AID 2528;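 further: plate controls were vehicle for no effect and no enzyme for full effect; nearly all actives have a fitted effect of over 35% in size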
HP1b binding inh: inhibitors of HP1-beta chromodomain binding to methylated histone tails | AlphaScreen HP1-beta / biotin-H3K9me3 peptide binding | Potency, µM (series often up to 114 µM), for the others: top-dose activity change, negative = inhibition, usual class: inhibitors | 390,000 tested, 0.56% active | AID 540317; further: nearly all actives have a fitted effect of over 70% in size; inactives centre near 23
Target sequence (P83916 whole entry, looked up): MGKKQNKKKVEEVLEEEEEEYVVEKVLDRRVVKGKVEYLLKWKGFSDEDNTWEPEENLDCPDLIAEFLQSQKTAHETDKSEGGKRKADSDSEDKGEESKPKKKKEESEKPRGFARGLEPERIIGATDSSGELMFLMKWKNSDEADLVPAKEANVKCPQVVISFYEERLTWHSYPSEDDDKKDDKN
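AlphaScreen: HP1-beta (50 nM) preformed 30 min with biotin-H3(1-18)K9me3 peptide (50 nM) in PBS pH 7.4, 0.01% Tween-20. Compound added for 30 min at RT, then streptavidin donor/nickel chelate acceptor beads (10 ug/mL) for 30 min.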
Pin1 inhibitor: human Pin1 inhibition | Q13526 | Pin1 FP peptide displacement, HiFluor488, 10 min | Potency, µM (titrated, usually from 115 µM), inactives show at the highest dose activity, negative = inhibition, most hits filed as inhibitors | 390,000 tested, 0.009% active | AID 504891; active means well fitted inhibition curve with a large enough effect in the polarisation, with a control signal flat, not every such curve was filed as active; inconclusive means small, poorly fitted or top-dose-only effect, or effect the other way, or a change in a side signal; inactive means no such curve, though single readings can be large or run the other way; the % refers to the polarisation; further: on the % scale 0 is the no-effect control and ±100 the full control effect
Target sequence (Q13526 whole entry, looked up): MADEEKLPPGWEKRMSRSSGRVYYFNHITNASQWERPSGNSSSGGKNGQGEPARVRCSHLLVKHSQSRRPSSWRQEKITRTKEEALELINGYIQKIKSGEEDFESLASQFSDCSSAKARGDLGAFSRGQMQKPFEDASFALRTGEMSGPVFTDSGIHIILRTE
PGK inhibitor: T. brucei PGK inhibition; Potency, µM (top dose mostly 57.5 µM), for the others: top-dose activity change, negative = inhibition, most hits filed as inhibitors; PGK/GAPDH coupled, Kinase-Glo luminescence, 60 min; AID 602233; P07378; 380,000 tested, 0.043% active; further: on the % scale 0 is the no-effect control and ±100 the full control effect; nearly all actives have a fitted effect of over 60% in size
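Recombinant glycosomal PGK reaction used 1,3-bisphosphoglycerate generated in-well by GAPDH (100nM final) in 100mM TEA pH 7.6, 5mM MgCl2, 0.01% Tween-20. After 60 minutes at room temperature, ATP was read by Kinase-Glo Plus luminescence end-point.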
G9a block: blocks human histone lysine methyltransferase G9a. G9a H3K9 monomethylation, AlphaScreen, 2 h. AID 504332. Potency, µM (series often up to 102 µM), for the others: at the top dose activity, negative = inhibition, most hits filed as inhibitors. 350,000 tested, 8.8% active. Q96KQ7; further: on the % scale 0 is the no-effect control and ±100 the full control effect; nearly all actives have a fitted effect of over 75% in size
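Readings reflect AlphaScreen signal from monomethyl-H3K9 antibody detection. HMT at 20 nM; substrate b-H3K9 500 nM; cofactor SAM 20 uM; 2 h RT reaction; compounds tested as titrations in qHTS with 15 min preincubation.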
BAZ2B inh: blocks human BAZ2B; Q9UIF8; AID 504333; Potency, µM (highest dose often 114 µM), for inactives: top-dose activity change, negative = inhibition, hits mostly inhibitors; 360,000 tested, 4.4% active; AlphaScreen BAZ2B-H3K14Ac peptide displacement; further: on the % scale 0 is the no-effect control and ±100 the full control effect; nearly all actives have a fitted effect of over 60% in size
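In this displacement format the biotinylated H3(5-23) peptide acetylated at Lys14 serves as ligand at 50 nM, with BAZ2B at 50 nM in PBS pH 7.4 containing 0.01% Tween-20. Donor and acceptor beads are 10 ug/mL final.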
GLS inhibitor: inhibitors of human glutaminase (GLS). Potency, µM (series often up to 45.5 µM), for inactives: at the top dose activity change, negative = inhibition, actives largely listed as inhibitors. GLS enzymatic activity, qHTS titration. 410,000 tested, 0.21% active. O94925; further: on the % scale 0 is the no-effect control and ±100 the full control effect
Target sequence (O94925 whole entry, looked up): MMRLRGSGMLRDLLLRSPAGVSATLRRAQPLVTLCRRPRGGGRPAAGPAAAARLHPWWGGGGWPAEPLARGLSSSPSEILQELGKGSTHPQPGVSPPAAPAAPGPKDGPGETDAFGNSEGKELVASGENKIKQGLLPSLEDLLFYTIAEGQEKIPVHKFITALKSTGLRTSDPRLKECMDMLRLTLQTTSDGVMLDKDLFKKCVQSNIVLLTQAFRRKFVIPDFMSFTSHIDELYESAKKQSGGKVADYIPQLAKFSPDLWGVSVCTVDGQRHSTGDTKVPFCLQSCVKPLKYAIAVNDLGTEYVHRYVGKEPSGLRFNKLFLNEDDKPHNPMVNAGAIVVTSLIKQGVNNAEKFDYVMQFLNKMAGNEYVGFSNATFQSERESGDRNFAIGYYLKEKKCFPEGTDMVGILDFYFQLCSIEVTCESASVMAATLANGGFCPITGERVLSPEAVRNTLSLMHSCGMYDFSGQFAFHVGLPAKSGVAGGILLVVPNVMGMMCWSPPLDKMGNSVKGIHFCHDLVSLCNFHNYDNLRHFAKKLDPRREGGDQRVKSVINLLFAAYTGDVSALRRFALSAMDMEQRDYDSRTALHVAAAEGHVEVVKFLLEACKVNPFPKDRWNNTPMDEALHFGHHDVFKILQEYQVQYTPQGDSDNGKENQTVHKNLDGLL
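hKGA; 45 mM KH2PO4 pH 8.2 + 0.02% Tween-20; cpd via pin tool; 1 mM Gln soln; GluOx/HRP/Amplex Red; RT 30 min; fluor. t0 & final.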
* = called active by the depositor; i = inactive; u = inconclusive; x = not tested or not shown; [ ] = remark or other dose. Unless noted, the call rests on the fitted dose curve; in most records, active means well fitted curve in the direction sought with a large enough effect; inconclusive means small, poorly fitted or top-dose-only effect, or another doubt; inactive means no such curve, though single readings can be large; an effect the other way counts as inactive or inconclusive. Potency means the concentration at half of the fitted maximal effect.

1	Cc1[nH]c2c(C)cccc2c1CCNC(=O)c1ccc2c(c1[N+](=O)[O-])C(=O)c1ccccc1C2=O
2	Cc1ccc(N(NC(=O)C(O)(c2ccccc2)c2ccccc2)C(=O)CCl)cc1
3	Cc1ccnc2nc(C(=O)NCc3cccs3)nn12
4	CCN(CC(=O)Nc1c(F)cccc1F)C(=O)C1CC(=O)N(CCc2ccc(OC)c(OC)c2)C1 (configuration not stated)
5	Cc1cccc(Cn2nc(C)c(NC(=O)c3ccc(F)cc3)c2C)c1
6	Cc1cccc(C)c1NC(=O)CNC(=O)CN1C(=O)NC2(CCc3ccccc32)C1=O (configuration not stated)
entry no.,1,2,3,4,5,6
Pol iota inh,8%,0%,2%,14%,9%,25%
JMJD2A Tudor,-20%,-6%,6%,-8%,2%,-7%
G9a block,14%[59 µM],u,15%[59 µM],13%[59 µM],6%,2%[2.33 µM]
BAZ2B inh,-10%,-2%,-4%,11%,-3%,0%
BLM helicase inh,-4%,-2%,-4%,x,-3%,x
PGK inhibitor,-7%,-2%,i,2%,-2%,13%
Pin1 inhibitor,-9%,-5%,12%,-3%,-2%,-3%
GLS inhibitor,6%,-4%,-10%,0%,-4%,-1%
HP1b binding inh,10%,37%,34%,u,35%[activator],35%

7	O=C(NC(=S)/C(=C1\CCCCCN1)[N+](=O)[O-])c1ccccc1
8	O=C(COC(=O)Cc1ccc(S(=O)(=O)N2CCOCC2)s1)Nc1ccc(OC(F)F)cc1
9	CC(C)c1ccc(NNC(=O)C2CCC2)cc1
10	Cc1ccc(C)c(S(=O)(=O)NCCCn2ccnc2)c1
11	CC(C)(C)C1CCc2c(sc3nc(-c4cc5ccccc5oc4=O)[nH]c(=O)c23)C1 (configuration not stated)
12	CC(=O)c1cccc(NC(=O)CN2C(=O)c3ccccc3Sc3ncccc32)c1
entry no.,7,8,9,10,11,12
Pol iota inh,-20%,u,64%[activator],108%[activator],18%,-3%
JMJD2A Tudor,u,u,u,10%,-7%,-7%
G9a block,x,x,7.1µM*,30%[59 µM],-13%[59 µM],-22%[59 µM]
BAZ2B inh,x,x,-14%,0%,-4%,-17%
BLM helicase inh,x,x,-10%,-1%,0%,-1%
PGK inhibitor,i,i,i,9%,-1%,-8%
Pin1 inhibitor,4%,27%,0%,-4%,-1%,4%
GLS inhibitor,1%,-7%,u,-19%,-6%,0%
HP1b binding inh,u,20%,37%,41%[activator],12%,14%

13	COc1cccc(-c2nc(CCl)cs2)c1OC
14	NCCCCCNC(=O)c1[nH]cnc1C(=O)N[C@@H](Cc1ccccc1)C(=O)OCc1ccccc1
15	Cc1sc2ncnc(OCC(=O)NC(C)C)c2c1C
16	O=C(NN1c2ccccc2CCc2ccccc21)c1ccccc1Br
17	COC(=O)c1c(NC(=O)c2ccccc2C(=O)O)sc2c1CCC2
18	CCSc1nnc2c(n1)OC(c1ccc(C)cc1)N(C(C)=O)c1ccccc1-2 (configuration not stated)
entry no.,13,14,15,16,17,18
Pol iota inh,149%[activator],3%,1%,4%,52%[activator],37%[activator]
JMJD2A Tudor,50µM*,u,0%,-11%,-12%,-35%
G9a block,22µM*,x,x,13%[59 µM],-5%[0.501 µM],u
BAZ2B inh,u,x,4%,4%,3%,-20%
BLM helicase inh,-4%,x,-1%,0%,-4%,-5%
PGK inhibitor,7%,-8%,-4%,-10%,-6%,-5%
Pin1 inhibitor,10%,0%,5%,8%,-5%,-3%
GLS inhibitor,5%,2%,5%,3%,-6%,-3%
HP1b binding inh,60%[activator],8%,11%,20%,33%,-5%

19	O=C(NC(C(=O)c1ccccc1)c1ccccc1)c1ccccc1 (configuration not stated)
20	Cc1ccc(C(C(=O)NCc2ccc(F)cc2)N(CCCO)C(=O)C2COc3ccccc3O2)o1 (configuration not stated)
21	Cc1ccc(-c2nc3sc(CCNC(=O)c4ccc(C)c(C)c4)c(C)n3n2)cc1
22	O=C(NCCN1CCN(c2ccccc2)CC1)C1CCN(S(=O)(=O)c2cccs2)CC1
23	Nc1nonc1-n1nnc(C(=O)N/N=C/c2ccncc2)c1-c1ccccc1
24	CCNc1nc(NCC)n2c(SCC(=O)Nc3cccc(F)c3)nnc2n1
entry no.,19,20,21,22,23,24
Pol iota inh,21%,36%[activator],1%,3%,112%[activator],45µM*
JMJD2A Tudor,-1%,-4%,u,-16%[11.4 µM],0%,-21%
G9a block,x,-6%,u,-1%,-7%,-34%
BAZ2B inh,x,-23%,2%,-21%,2%,u
BLM helicase inh,x,0%,-6%,0%,-3%,x
PGK inhibitor,-11%,5%,-1%,-6%,i,-8%
Pin1 inhibitor,-5%,2%,u,0%,-6%,4%
GLS inhibitor,-13%,-1%,-1%,55%[activator],-17%,29%
HP1b binding inh,26%,39%[activator],25%,29%,21%,6%

25	COc1ccc(C2C(C(C)=O)=C(C)Nc3ncnn32)cc1[N+](=O)[O-] (configuration not stated)
26	CCCOc1ccc(C2=NC(c3ccc(F)cc3)=Nc3ccc(OC)cc3N2)cc1
27	CCCCn1c(N)c(N(CCC(C)C)C(=O)c2ccc3c(c2)OCCO3)c(=O)[nH]c1=O
28	Cc1ccc(C(=O)CC(C(=O)O)n2cnc([N+](=O)[O-])n2)cc1 (configuration not stated)
29	COc1ccc(OCC(=O)Nc2ccc3c(c2)nc(CCNC(=O)c2ccco2)n3C)cc1
30	Fc1ccccc1-c1nc(-c2cnccc2C(F)(F)F)no1
entry no.,25,26,27,28,29,30
Pol iota inh,1%,-4%,62%[activator],u,-15%,20%
JMJD2A Tudor,89µM*,u,-2%,-8%,-10%,-36%
G9a block,12%,-23%[59 µM],0%,x,-8%[59 µM],111%[activator]
BAZ2B inh,-4%,10µM*,-6%,-1%,0%,14%
BLM helicase inh,-3%,-4%,x,-5%,0%,-1%
PGK inhibitor,-2%,x,1%,1%,i,i
Pin1 inhibitor,-7%,-9%,-8%,-2%,1%,-5%
GLS inhibitor,2%,5%,3%,-8%,1%,-4%
HP1b binding inh,55%[activator],2%,33%,49%[activator],31%,64%[activator]

31	O=C(CCc1ccc(S(=O)(=O)NCc2ccccc2)cc1)NCc1ccco1
32	Cn1c(-c2c(N)n(C3CCCC3)c3nc4ccccc4nc23)nc2ccccc21
33	CCn1c(/C(C#N)=C/c2ccccc2Cl)nc2ccccc21
34	CCCOC1CCCN(C(=O)CCc2nnc(Cc3cccc(C)c3)o2)C1 (configuration not stated)
35	O=C(Nc1nnc(S(=O)(=O)N2CCCc3ccccc32)s1)c1ccccc1Cl
36	CCn1c(C(=O)O)c(CC(=O)Nc2ccccc2F)c2ccccc21
entry no.,31,32,33,34,35,36
Pol iota inh,18%,9%,-15%,9%,16%,10%
JMJD2A Tudor,-16%,47%[activator][57.1 µM],37%[activator],-10%,-8%,-12%
G9a block,35%[activator],77%[activator],33%[59 µM],x,-1%[59 µM],-29%
BAZ2B inh,-4%,35%[activator],22%,8%,1%,-17%
BLM helicase inh,4%,-4%,-17%,-2%,-5%,-1%
PGK inhibitor,-5%,i,i,3%,-14%,-4%
Pin1 inhibitor,1%,u,2%,-7%,0%,1%
GLS inhibitor,7%,0%,3%,1%,23%,7%
HP1b binding inh,17%,93%[activator],89%[activator],32%,7%,48%[activator]

37	C[C@]12C(=O)N(c3ccccc3)C(=O)N1[C@@H]1c3ccccc3OC[C@@H]1[C@H]2c1ccccc1
38	CN1CCN(C(=O)c2cccn(Cc3c(Cl)cccc3Cl)c2=O)CC1
39	CCOC(=O)c1ccc(NC(=O)c2nc[nH]c2C(=O)N[C@@H](CC(C)C)C(=O)OCc2ccccc2)cc1
40	Cc1no[n+]([O-])c1COc1ccccc1/C=N/n1nnnc1N
41	O/N=C1\CCCc2ccc3ccccc3c21
42	Cc1[nH][nH]c(=O)c1C(c1c(C)[nH][nH]c1=O)c1cn(C)c2ccccc12
43	CCc1ccc(NC(=O)CN2C(=O)C(c3ccccc3)=NC23CCCCCC3)cc1
44	Cc1sc(NC(=S)NC(=O)C2CCCCC2)c(C(N)=O)c1C
entry no.,37,38,39,40,41,42,43,44
Pol iota inh,2%,123%[activator],30%,0%,u,2.5µM*,-2%,6%
JMJD2A Tudor,-19%,7%,-28%,-10%,u,u,-10%,u
G9a block,-4%,7%,-5%[12.7 µM],23%[59 µM],-114%[59 µM],x,9%[59 µM],u
BAZ2B inh,-9%,0%,-28%,-7%,u,u,-1%,6%
BLM helicase inh,-7%,-3%,-14%,-4%,-5%,-1%,-9%,-11%
PGK inhibitor,9%,-5%,-8%,-4%,-5%,-9%,x,-5%
Pin1 inhibitor,u,-4%,-3%,-1%,-5%,-1%,3%,14%
GLS inhibitor,5%,-7%,-1%,-3%,3%,-20%,3%,14%
HP1b binding inh,31%,14%,22%,10%,0%,-19%,36%,-7%

Grouped by structure: those above with a thiophene ring, fused or not (7)
3	Cc1ccnc2nc(C(=O)NCc3cccs3)nn12
8	O=C(COC(=O)Cc1ccc(S(=O)(=O)N2CCOCC2)s1)Nc1ccc(OC(F)F)cc1
11	CC(C)(C)C1CCc2c(sc3nc(-c4cc5ccccc5oc4=O)[nH]c(=O)c23)C1 (configuration not stated)
15	Cc1sc2ncnc(OCC(=O)NC(C)C)c2c1C
17	COC(=O)c1c(NC(=O)c2ccccc2C(=O)O)sc2c1CCC2
22	O=C(NCCN1CCN(c2ccccc2)CC1)C1CCN(S(=O)(=O)c2cccs2)CC1
44	Cc1sc(NC(=S)NC(=O)C2CCCCC2)c(C(N)=O)c1C
entry no.,3,8,11,15,17,22,44
Pol iota inh,2%,u,18%,1%,52%[activator],3%,6%
JMJD2A Tudor,6%,u,-7%,0%,-12%,-16%[11.4 µM],u
G9a block,15%[59 µM],x,-13%[59 µM],x,-5%[0.501 µM],-1%,u
BAZ2B inh,-4%,x,-4%,4%,3%,-21%,6%
BLM helicase inh,-4%,x,0%,-1%,-4%,0%,-11%
PGK inhibitor,i,i,-1%,-4%,-6%,-6%,-5%
Pin1 inhibitor,12%,27%,-1%,5%,-5%,0%,14%
GLS inhibitor,-10%,-7%,-6%,5%,-6%,55%[activator],14%
HP1b binding inh,34%,20%,12%,11%,33%,29%,-7%

Some of the compounds tested (hit frequency here may not be typical).
